Screening results (PubChem)
Thrombin inh: human alpha-thrombin inhibitors, primary screen, counter-screen for coagulation protease inhibitor project, biochemical, 1536-well, fluorogenic AMC substrate. inhibition, % at 5 µM. 220,000 compounds, 0.26% hits. Boc-VPR-AMC fluorogenic substrate cleavage. Prothrombin (Homo sapiens), P00734;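 active = inhibition at or above 40%; inactive = inhibition below 40%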;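 also: 0% = enzyme with no compound and 100% = wells without enzyme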
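Material: human alpha-thrombin enzyme / Medium: pH 7.5 Tris (50 mM) with NaCl 150 mM, Tween 20 0.05% / Compound: single-point dosing at 5 µM, 0.2% DMSO / Incubation: enzyme reaction carried out at room temperature / Detection: AMC fluorescence, 355/460 nm / Read-out basis: percent inhibition scaled between no-compound controls and no-enzyme blanks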
TRPML3 ag: human TRPML3 channel agonists, primary screen, cell-based, HEK293 TRPML3-YFP, Fluo-8 calcium fluorescence, 3 µM | activation, % at 3 µM | 220,000 compounds, 0.29% hits | Mucolipin-3 (Homo sapiens), Q8TDD5 | 100% = the carbachol control signal;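 active = activation above its plate's cutoff, the mean activation of the plate's test wells plus 3 SD, cut at about 12% in these data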;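 also: 0% = DMSO only wells and 100% = carbachol wells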
Target sequence (Q8TDD5 whole entry, looked up): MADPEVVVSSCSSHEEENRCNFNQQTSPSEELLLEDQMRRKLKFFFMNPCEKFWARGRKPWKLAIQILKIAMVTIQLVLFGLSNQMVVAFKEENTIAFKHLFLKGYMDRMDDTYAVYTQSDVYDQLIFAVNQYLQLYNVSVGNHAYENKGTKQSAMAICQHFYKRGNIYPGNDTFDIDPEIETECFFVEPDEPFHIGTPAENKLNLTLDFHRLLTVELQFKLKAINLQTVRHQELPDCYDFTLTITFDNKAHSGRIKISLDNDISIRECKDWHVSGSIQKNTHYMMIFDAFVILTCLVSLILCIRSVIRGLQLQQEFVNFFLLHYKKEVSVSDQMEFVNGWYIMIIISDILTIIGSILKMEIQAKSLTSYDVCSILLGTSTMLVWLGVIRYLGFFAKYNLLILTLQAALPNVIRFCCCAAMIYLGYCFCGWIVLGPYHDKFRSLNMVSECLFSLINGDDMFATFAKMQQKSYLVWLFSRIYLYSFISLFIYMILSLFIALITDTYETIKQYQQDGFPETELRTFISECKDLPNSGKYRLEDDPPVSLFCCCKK
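Test system: TRPML3-YFP stable HEK293 cells. Doses: single point at 3 µM. Incubation: dye loading 1 h 37 °C then 30 min ambient, 125 s read. Signal: Fluo-8 calcium dye fluorescence, ex 470-495, em 515-575 nm. Measure: percent activation from peak-to-basal fluorescence ratio, scaled between DMSO and carbachol.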
TbHK1 inh: Trypanosoma brucei hexokinase 1 inhibitors, primary screen, biochemical, G6PDH-coupled NADH absorbance, MLSCN library. hexokinase 1 [Trypanosoma brucei]. recombinant TbHK1, G6PDH-coupled NADH A340. inhibition, % at 10 µM. 220,000 compounds, 0.11% hits. AID 1430, 2008;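 active = inhibition of 50% or more in the single-dose primary screen; inactive = inhibition below 50%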
EBV gp42 inh: Epstein-Barr virus gp42 inhibitors, primary screen, biochemical, uHTS, fluorescence polarization; Glycoprotein 42 (Epstein-Barr virus (strain AG876)), Q1HVG2; Fluorescence polarization binding assay, mP read-out; inhibition, % (tested at 21.74 µM); 220,000 compounds, 0.42% hits; in the data active = inhibition above about 50%
Target sequence (Q1HVG2 whole entry, looked up): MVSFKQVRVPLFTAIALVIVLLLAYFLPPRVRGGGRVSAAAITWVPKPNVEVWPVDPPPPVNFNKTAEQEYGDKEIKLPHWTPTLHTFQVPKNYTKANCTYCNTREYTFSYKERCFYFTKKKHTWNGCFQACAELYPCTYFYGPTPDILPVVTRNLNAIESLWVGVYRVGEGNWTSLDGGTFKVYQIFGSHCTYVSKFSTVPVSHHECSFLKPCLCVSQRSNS
Calpain2 inh: inhibitors of pig calpain II, primary screen, biochemical, fluorogenic peptide substrate, 1536-well | 220,000 compounds, 0.37% hits | inhibition, % at 16 µM | purified calpain II, 30 min;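 active = inhibition above about 50%, limit read from the data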
Cl transport mod: KCC2 cotransporter modulators, thallium flux, primary screen, cell-based, HEK293 KCC2, FluoZin-2 fluorescence, MLSMR | AID 1456, 2008 | KCC2 cells, thallium flux FluoZin-2 fluorescence | 190,000 compounds, 2.2% hits | B-score of Tl+ flux slope (higher = more flux/activation; lower = inhibition) at 10 µM;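 active = thallium flux slope and its plate-corrected score both differing from the plate sample mean at a set confidence after two filtering rounds, in either direction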;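 also: slope of fluorescence scaled to starting intensity during 10 to 20 s after thallium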
TRPN1 ag: zebrafish TRPN1 channel agonists, primary screen, cell-based, HEK293, calcium fluorescence; transient receptor potential cation channel N1 (TRPN1/NompC), Danio rerio; HEK293 zebrafish TRPN1-YFP, Fluo-8 calcium fluorescence; 100% = response to 87 µM carbachol; activation, % at 3 µM; 220,000 compounds, 0.18% hits; AID 1424, 2008;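 active = activation above its plate's cutoff, the mean activation of test wells on that plate plus 3 SD, cut at about 19% in these data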;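 also: 0% = DMSO alone and 100% = 87 µM carbachol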
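Material: zebrafish TRPN1-YFP in HEK293 cells; Doses: single test compound dose, 3 µM nominal, 0.3% DMSO; Timing: dye loading 1 h at 37 °C, then 30 min room temperature; Technique: intracellular calcium fluorescence with Fluo-8; Benchmarks: high carbachol 87 µM, low DMSO alone.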
PPC-1+TRAIL kill: compounds killing PPC-1 cancer cells with TRAIL present, primary screen, TRAIL potentiator project, ATPLite luminescence, uHTS; 220,000 compounds, 0.41% hits; PPC-1 cells + TRAIL, ATPLite viability luminescence; cell killing (% activity), % at 4 µM;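 active = cell killing above 50% in the first pass at 4 µM, then a duplicate retest at 5 µM averaging 50% or more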;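 also: plate controls were cells with TRAIL plus DMSO for no effect and medium-only wells lacking cells for full effect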
Furin inhibitor: human furin inhibitors, primary screen, biochemical, fluorescence intensity; P09958; purified furin, fluorogenic substrate cleavage; inhibition, % at 30 µM; 220,000 compounds, 0.061% hits; AID 463115, 2010; in the data active = inhibition above about 25%; also: inactives centre near -15
* hit, by the source's call; i = inactive; . = not tested or not shown; [ ] = another dose, or the depositor's remark.

Under each structure: Thrombin inh, TRPML3 ag, TbHK1 inh, EBV gp42 inh, Calpain2 inh, Cl transport mod, TRPN1 ag, PPC-1+TRAIL kill, Furin inhibitor
CCCCC1=CC2=C(c3ccco3)C(=O)C(C)(OC(=O)c3ccc(OC)cc3)C(=O)C2=CN1CCCN(CC)CC (stereo not drawn)
    -8, ., -37, 14, -38, 2, ., 7, -14
Cc1nc2ccccc2cc1C(=O)NCc1ccc(F)cc1
    -8, 2.0, 0, -7, -9, -2, 3.4, 2, -14
C/C(=N/Nc1nc(-c2ccccc2)c(CC(=O)O)s1)c1ccccc1
    2, 0.4, -14, -1, -12, -3.7, 1.6, 18, -15
CN1CCN(C(=O)c2cnn3c(C(F)(F)F)cc(-c4ccc5c(c4)OCO5)nc23)CC1
    -9, 0.0, -20, -17, 2, -0.5, -0.7, 40, -13
C/C(CCN1CCCCc2nc(C)c(C)cc21)=N\O[C@@H](C)CN1CCCCc2nc(C)c(C)cc21
    1, -0.4, -8, 0, -22, -0.26, -1.5, 13, -14
CCOC(=O)c1ccccc1OCc1cc(/C=N/NC(=O)c2ccncc2)ccc1OC
    -1, 0.4, -29, 0, -21, -1.1, 3.2, 5, -18
CCCNC(=O)c1csc2c1CCCCC2
    1, 0.3, -6, 1, 19, 0.37, -1.9, -6, -13[20 µM]
CCOc1cccc2sc(NN)nc12
    1, 0.6, -2, -5, -50, 1.1, -1.1, 2, -20
CCN(CC)C(=N)/C(C#N)=N/Nc1ccccc1
    2, 1.3, -37, -15, 0, 0.044, 2.2, -11, -3
Cc1nn(C)c(C)c1S(=O)(=O)N1CCCC(C(=O)NC2CCCCC2)C1 (stereo not drawn)
    0, 0.3, -1, 5, 21, ., 1.0, 9, -30
Cc1nc2ccccc2n1-c1nc(-c2ccco2)cc(C(F)(F)F)n1
    -7, 0.8, -22, -15, -143, -0.18, 1.3, 25, -20
CNC(=O)C(=O)Nc1c(C)cc(C)cc1C
    -6, 0.7, -10, -22, 3, -0.0075, 1.4, 27, -27
COC(=O)c1ccc(/C=N/Nc2nc(-c3ccc(Cl)cc3Cl)cs2)cc1
    -5, 0.8, -16, -20, -34, -1.2, 2.6, 21, -13
CC(=O)NCCOc1nc(N(C)C)nc(N(C)C)n1
    2, 0.2, 4, -9, -4, -0.28, 0.8, -9, -32[20 µM]
COc1ccc(C(CNC(=O)COc2ccccc2-c2ccccc2)N2CCOCC2)cc1 (stereo not drawn)
    -5, -0.9, -6, -14, -24, -0.98, -0.5, 4, -14
CCCN(CCC)CCCNC(=O)C1c2cc(OC)c(OC)cc2C(=O)N(C)C1c1cccs1 (stereo not drawn)
    2, 0.2, -5, -17, -14, -0.35, -0.8, 9, -25[20 µM]
CCCCOC(=O)C1=C(N)N2C(=O)C(C)SC2=C(C(=O)OCC)C1c1ccc(O)c(OC)c1 (stereo not drawn)
    -7, -1.4, -26, -8, 6, -0.28, -3.7, 6, 0
Cc1noc(C)c1COC(=O)c1ccccc1Sc1ccccc1C#N
    -5, -0.7, 3, -11, 17, -1.8, -0.3, 20, -9
CC(C)N1CCc2c(sc(NC(=O)c3cc(-c4cccs4)nc4ccccc34)c2C(N)=O)C1
    0, 4.2, -129, -12, -35, 0.01, 8.3, 18, -8
CCN1CCN(c2ccc(S(=O)(=O)N(CC)CC)cc2[N+](=O)[O-])CC1
    -1, 2.2, -1, -15, -1, 1.8, 1.4, 25, -24
Cc1ccc(S(=O)(=O)NC(Cc2c[nH]c3ccccc23)C(=O)O)cc1 (stereo not drawn)
    ., 0.3, 6, ., ., ., 1.4, ., -1[20 µM]
CCCC/C=C1\CCc2c([nH]c3ccccc23)C1=O
    1, 0.5, -25, 6, -90, -0.042, 0.3, 0, -21
CCC(C)c1ccccc1NC(=O)CN1CCN(C/C=C/c2ccccc2)CC1 (stereo not drawn)
    -8, -0.1, 4, -30, -38, -0.87, 0.5, 29, -8
O=C(NC(=S)NN1CCCCC1c1cccnc1)c1ccc(Cl)cc1Cl (stereo not drawn)
    -1, 0.1, 6, -6, 5, 9.1*, 0.1, 17, -22
c1ccc(Cc2nnc3sc(-c4cccs4)nn23)cc1
    -3, 0.4, -5, -11, -26, -0.076, -0.1, 36, -18[20 µM]
COc1cc(C2NC(=S)NC(C)=C2C(=O)c2ccccc2)ccc1O (stereo not drawn)
    -12, 0.3, -15, -3, -13, -0.99, -0.6, 22, -1
CC(C)CC(=O)NC(=S)NCCc1ccccc1
    -1, -1.6, -1, -8, 17, -3.2, -2.3, 26, -8[20 µM]
Cc1cc(SCC(=O)Nc2ncc(Cl)cc2Cl)nc2ccccc12
    -9, 0.4, -7, 7, 3, 0.57, -0.3, 19, -18
CCOC(=O)c1[nH]c(COC(=O)CCOc2ccccc2OC)c(C(=O)OCC)c1C
    -2, -0.7, -4, -25, -15, -1.8, 0.5, 37, -33[20 µM]
CCCCn1c(-c2nn(C)cc2Cl)n[nH]c1=S
    -1, -0.4, -1, -31, 3, 1.4, -0.8, 9, -9[20 µM]
Cc1ccccc1C(=O)c1c[nH]c(C(=O)NCC2CCCO2)c1 (stereo not drawn)
    2, -0.4, 6, -8, -32, 0.004, 0.8, -1, -10
CCOC(=O)C1CCN(S(=O)(=O)c2cccc(-c3cn4cc(C)ccc4n3)c2)CC1
    4, 1.3, -2, -1, -15, -0.62, 4.5, 7, -33[20 µM]
O=C(Cc1ccc2c(c1)OCCO2)c1c(O)cc(O)cc1O
    3, 0.5, -38, 5, 8, -1.4, 1.0, -3, -21
O=C(CCC1CCCN(C(=O)c2ccsc2)C1)NCc1ccc(F)c(F)c1 (stereo not drawn)
    -7, -0.4, -17, -5, 8, ., -1.5, 14, -23
COc1ccc(/C(N)=N/OC(=O)C2CCC(=O)N2S(=O)(=O)c2ccc(C)cc2)cc1OC (stereo not drawn)
    -1, 2.0, 4, 0, -14, 0.85, 2.6, 27, -16
CC(O)CNC(=O)c1ccc(-c2nn(C)c(=O)c3ccccc23)cc1 (stereo not drawn)
    -5, 0.8, -5, -11, -16, 0.007, -0.7, 14, -16[20 µM]
Cc1cc(C)cc(NC(=O)c2cccc(NC(=O)C3C4CC5OC(=O)C3C5C4)c2)c1 (stereo not drawn)
    11, -0.3, -5, 8, 13, ., 0.3, -4, -6[20 µM]
Cc1cc(C)n(C(=O)c2ccc(C)c(S(=O)(=O)N3CCCC3)c2)n1
    3, -0.6, -5, 0, -10, -0.068, -0.4, -1, -6[20 µM]
O=C(NCc1cccs1)Nc1ccc2c(c1)OCO2
    -7, -0.7, -3, -2, 4, 0.98, -1.2, 7, 17[20 µM]
N#Cc1c(NC(=O)Cn2nc(C(F)(F)F)c3c2CCCC3)sc2c1CCC2
    -2, 0.7, 9, -19, -7, ., 0.8, 16, 14[20 µM]
O=C(OCC(=O)N1CCN(C(=O)c2ccco2)CC1)c1cc(-c2ccco2)nc2ccccc12
    -3, -0.4, -7, 76*, i, -1.4, 0.5, 8, -16[20 µM]
CC(C)(C)Cc1nnc(NC(=O)Cc2ccc([N+](=O)[O-])cc2)s1
    -1, 1.5, 1, -15, -6, 1.8, 2.1, -1, -19
COc1ccc(N(CC(=O)Nc2ccc(OC)c(Cl)c2)S(=O)(=O)c2c(C)noc2C)cc1
    2, 0.5, 1, 0, 30, ., -1.0, -21, -29
COc1ccc(CSc2nnnn2C)cc1[N+](=O)[O-]
    0, 0.2, -7, -12, 0, 0.52, 0.7, 36, 3[20 µM]
Cc1nn(-c2ccccc2)c(C)c1NS(=O)(=O)c1ccccc1
    3, -1.0, -3, -24, -2, ., -0.7, -7, -24

Sorted by the number under EBV gp42 inh (largest number first): some entries from above
| SMILES | TRPML3 ag | TbHK1 inh | EBV gp42 inh | Calpain2 inh | Cl transport mod | Furin inhibitor |
| --- | --- | --- | --- | --- | --- | --- |
| C/C(CCN1CCCCc2nc(C)c(C)cc21)=N\O[C@@H](C)CN1CCCCc2nc(C)c(C)cc21 | -0.4 | -8 | 0 | -22 | -0.26 | -14 |
| CCN(CC)C(=N)/C(C#N)=N/Nc1ccccc1 | 1.3 | -37 | -15 | 0 | 0.044 | -3 |
| COC(=O)c1ccc(/C=N/Nc2nc(-c3ccc(Cl)cc3Cl)cs2)cc1 | 0.8 | -16 | -20 | -34 | -1.2 | -13 |

Following part:
Under each structure: Thrombin inh, TRPML3 ag, TbHK1 inh, EBV gp42 inh, Calpain2 inh, Cl transport mod, TRPN1 ag, PPC-1+TRAIL kill, Furin inhibitor
COc1ccc(-c2nnc(SCC(=O)Nc3nc4ccccc4s3)n2C)cc1
    3, 0.9, 9, -21, 28, -2.8, -0.4, 3, 3[20 µM]
Cc1ccccc1NC1=C(Cl)C(=O)OC1OC(=O)c1ccco1 (stereo not drawn)
    -3, 0.4, -1, 2, 8, -0.082, -1.1, 4, -17[20 µM]
CCOC(=O)C1(CC2CC2)CCN(S(=O)(=O)/C=C/c2ccccc2)CC1
    -6, 0.0, 4, -3, 28, -0.65, -0.6, -5, -6
Cc1ccc(NC(=O)CNC(=O)c2ccccc2F)cc1Cl
    -2, 0.9, -1, -7, 47, ., 0.8, 10, -13[20 µM]
O=[N+]([O-])c1ccc(Nc2ccccn2)c([N+](=O)[O-])c1
    -2, 0.5, -20, -20, 31, 0.48, 0.1, 22, -5
C=C(C)C(=O)N1CC2(CC(c3cccc(NC(=O)c4ccccc4)c3)=NO2)C[C@@H]1C(N)=O (stereo partly drawn)
    2, 0.0, 6, -11, 22, -0.11, -0.1, 16, -9[20 µM]
CCOc1ccccc1C1C2C(=O)N(c3ccccc3)C(=O)C2ON1c1ccccc1 (stereo not drawn)
    6, -0.8, -3, -9, -30, ., -0.4, 0, -15
C/C(=N\NS(=O)(=O)c1ccc(Cl)cc1)c1ccc(NC(=O)c2ccco2)cc1
    12, 0.2, 4, 8, 20, -0.81, 1.7, -2, -10
COc1cc(C(=O)NC(=S)NCc2ccco2)cc(OC)c1OC
    5, -1.3, 4, -10, 22, ., -2.7, 23, 0[20 µM]
Cc1c(C(=O)NC(=S)NCc2cccnc2)oc2ccccc12
    -10, -0.7, -10, -15, -12, 14*, -1.2, ., -17
O=C(NC(c1ccccc1)c1cc(Cl)c2cccnc2c1O)c1cccnc1 (stereo not drawn)
    0, 0.8, 20, -17, -120, -0.044, 1.1, 29, -23
COc1cc(-n2c(=O)c3ccccc3n(Cc3cc(=O)n4ccccc4n3)c2=O)cc(OC)c1OC
    -3, 0.8, -13, 3, -61, 1.9, 0.3, 12, -15
O=C(CSc1ccc(-c2ccc(F)cc2)nn1)N1CCCc2ccccc21
    -5, -0.6, 1, -14, 43, -3.7*, -0.8, 8, -8
C/C(=N/NC(=O)COc1cc(C)ccc1C(C)C)C(=O)O
    9, 0.6, 9, -4, 42, 0.1, 0.7, 4, -15
